Apaf1 inhib = inhibitors of human Apaf-1 apoptosome. inhibition, % at 20 µM. 330,000 tested, 0.71% active. AID 489030. reconstituted apoptosome caspase-3 activity, DEVD-Rh110 fluorescence. O14727; active means inhibition of at least 40% at 20 µM;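 further: plate controls were DMSO wells for no effect and DEVD-CHO caspase inhibitor wells for full effect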
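Material: cell-free apoptosome with Apaf-1, procaspase-3 and caspase-9; Buffer or medium: Hepes pH 7.5 with detergent and BSA; Reagent: cytochrome c trigger plus (Z-DEVD)2-Rh110 caspase-3 substrate; Times: compound with Apaf-1, dATP, procaspase-3 30 min, then 50 min reaction, room temperature; Technique: Rh110 fluorescence intensity.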
SENP8 block-1 = inhibitors of human SENP8 protease; 330,000 tested, 1.2% active; purified SENP8, Z-RLRGG-aminoluciferin cleavage, luminescence; AID 2540; inhibition, % at 10 µM; Q96LD8; in the data active means inhibition above about 50%
HKDC1 inh = blocks human hexokinase HKDC1 activity. Q2TB90. recombinant HKDC1, G6PDH/diaphorase resazurin coupled fluorescence. inhibition, % at 20 µM. 340,000 tested, 0.16% active;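 active means inhibition above about 35% when tested at 20 µM, limit read from the data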;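 further: plate controls were DMSO wells with enzyme for no effect and DMSO wells lacking enzyme for full effect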
Target sequence (Q2TB90 whole entry, looked up): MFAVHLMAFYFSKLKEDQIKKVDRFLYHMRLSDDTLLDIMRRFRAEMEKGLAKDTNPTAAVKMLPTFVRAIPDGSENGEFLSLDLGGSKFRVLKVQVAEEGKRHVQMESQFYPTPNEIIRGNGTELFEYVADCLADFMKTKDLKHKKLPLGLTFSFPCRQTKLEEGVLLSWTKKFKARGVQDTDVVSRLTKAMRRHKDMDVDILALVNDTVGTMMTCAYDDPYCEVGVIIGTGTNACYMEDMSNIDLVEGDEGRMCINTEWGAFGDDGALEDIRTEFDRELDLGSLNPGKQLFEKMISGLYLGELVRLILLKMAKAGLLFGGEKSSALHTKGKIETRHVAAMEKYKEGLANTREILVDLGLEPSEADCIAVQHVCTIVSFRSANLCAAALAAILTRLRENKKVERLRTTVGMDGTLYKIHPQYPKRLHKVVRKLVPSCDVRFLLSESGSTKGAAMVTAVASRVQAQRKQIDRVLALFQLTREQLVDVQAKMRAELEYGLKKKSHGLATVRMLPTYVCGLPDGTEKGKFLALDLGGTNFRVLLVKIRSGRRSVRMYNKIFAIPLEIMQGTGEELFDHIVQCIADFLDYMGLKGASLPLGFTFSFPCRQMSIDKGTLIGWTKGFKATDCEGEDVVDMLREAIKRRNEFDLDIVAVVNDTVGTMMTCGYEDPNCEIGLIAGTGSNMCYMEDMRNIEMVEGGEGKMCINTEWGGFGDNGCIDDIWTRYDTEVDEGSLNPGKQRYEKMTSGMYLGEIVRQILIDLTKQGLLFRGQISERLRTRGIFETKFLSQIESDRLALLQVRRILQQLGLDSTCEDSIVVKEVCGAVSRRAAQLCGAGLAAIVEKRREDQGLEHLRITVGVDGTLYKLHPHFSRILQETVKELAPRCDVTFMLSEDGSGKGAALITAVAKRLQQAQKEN
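Test system: recombinant HKDC1 (HK5) hexokinase enzyme, produced in-house / Doses: 20 µM test compound, 1% DMSO / Timing: 90 min, room temperature / Detection: G6PDH/diaphorase-coupled fluorescence, 1 mM NADP, 100 µM resazurin, 525/613 nm / Control set: DMSO wells with and without enzyme mix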
SENP7 inh = blocks the human protease SENP7 | Q9BQF6 | recombinant SENP7, Z-RLRGG-aminoluciferin luminescence, 40 min | inhibition, % at 5 µM | 330,000 tested, 1.5% active;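 active means inhibition above about 50% at the single test dose, limit read from the data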;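 further: plate controls were DMSO with enzyme for no effect and no enzyme buffer wells for full effect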
SENP6 block = inhibitors of human SENP6 protease; Q9GZR1; AID 2599; inhibition, % at 10 µM; 330,000 tested, 1.8% active; Recombinant SENP6 catalytic domain, aminoluciferin luminescence;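 active means inhibition above about 50% at the single tested dose, limit read from the data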;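 further: plate controls were DMSO wells with enzyme for no effect and DMSO wells lacking enzyme for full effect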
SENP1 FRET inh = SENP1 (human) catalytic domain inhibition. Q9P0U3. recombinant SENP1 catalytic domain, CyPet-SUMO1-YPet FRET cleavage. inhibition, % at 10 µM. 360,000 tested, 0.21% active;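 active means inhibition at least 30% at 10 µM, raw YFP signal under a set limit, fluorescence ratio 0.5 to 1.5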;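 further: 0% = enzyme with DMSO and 100% = no enzyme wells; some results filed as inactive read as strong as hits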
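Assay system: hSENP1 catalytic domain, recombinant. Amount: SENP1 enzyme, 20 pM final. Schedule: 50 min reaction, RT, dark. Technique: FRET, CFP and YFP emission. Control set: no-enzyme wells low, DMSO-plus-enzyme wells high control.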
PfG6PD inh = PfG6PD (Plasmodium falciparum) enzyme inhibition; inhibition, % at 20 µM; AID 504690; PfGluPho enzyme, NADPH resazurin-diaphorase fluorescence; 350,000 tested, 0.78% active;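 active means inhibition reaching at least a set limit at 20 µM in the primary screen, cut at about 59% in these data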;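 further: 0% = DMSO wells with substrate and 100% = DMSO wells lacking glucose-6-phosphate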
SENP8 block-2 = SENP8 (human) protease inhibition; Q96LD8; recombinant SENP8, Nedd8 substrate fluorescence; inhibition, % at 20 µM; 360,000 tested, 0.64% active; AID 602440; in the data active means inhibition mostly above about 40%, no sharp cut-off; inactive means mostly below about 27%
* marks the source's active call; other numbers are inactive results.

The line under a structure holds: Apaf1 inhib | SENP8 block-1 | HKDC1 inh | SENP7 inh | SENP6 block | SENP1 FRET inh | PfG6PD inh | SENP8 block-2
> O=C(CC1CCCC1)N1CCCC(Nc2cccc(F)c2)C1 (stereo unspecified)
    15 | -2 | 2 | 3 | -9 | 2 | 12 | 10
> CCOC(=O)c1c(NC(=O)C2CC(Cl)=CCC2C(=O)O)sc2c1CCCCC2 (stereo unspecified)
    6 | 3 | 7 | 1 | 2 | 0 | -26 | -92
> COc1cc(C2C(C#N)=C(N)Oc3n[nH]c(C)c32)cc2c1OCO2 (stereo unspecified)
    6 | 6 | 3 | 3 | 5 | -6 | -3 | 23
> NC(=O)c1ccsc1NC(=O)COC(=O)/C=C/c1ccc([N+](=O)[O-])cc1
    -23 | -8 | 3 | 3 | -18 | 13 | 2 | 16
> Cn1c(NCc2ccccc2)nc2c1c(=O)n(Cc1ccccc1)c(=O)n2C
    4 | 3 | -3 | -3 | -4 | -1 | -1 | 21
> CCOC(=O)Nc1nnc(Cc2ccc(Cl)c(Cl)c2)s1
    20 | 8 | 0 | 8 | -2 | 0 | -1 | 4
> COc1ccccc1-c1nnc(N(C)C(=O)C2CCCO2)s1 (stereo unspecified)
    4 | 6 | -1 | 3 | -5 | 0 | 14 | -81
> COC(=O)C1=C(NC(=O)COc2ccc(Cl)cc2Cl)CCS1
    8 | -7 | -4 | 9 | 0 | 2 | -8 | -27
> CCOC(=O)C1(CCOC)CCN(Cc2ccc(COC)o2)CC1
    2 | -8 | -7 | -3 | -26 | -1 | -3 | 6
> CC(C)NC(=O)C(c1ccc(F)cc1)N(C(=O)CCC(=O)Nc1ccccn1)c1ccccc1F (stereo unspecified)
    3 | 7 | -2 | 6 | -14 | -1 | 3 | 4
> COc1ccc(-c2nc3c(=O)n(C)c(=O)[nH]c3n2CCc2ccccc2)cc1
    4 | -5 | 1 | 0 | -9 | -15 | -32 | -475
> COc1ccc2[nH]c3c(c2c1)[C@@H]1CCN2C(=O)CCC[C@H](C3)[C@H]12
    3 | -1 | 3 | 3 | -4 | 16 | -8 | -43
> O=C(COc1ccccc1F)N1CCc2ccccc2C1
    -4 | -2 | 1 | 2 | -5 | 3 | 9 | 19
> Cc1noc(NS(=O)(=O)c2ccc(N/C=C/C(=O)c3ccc(F)cc3)cc2)c1C
    -6 | 8 | 0 | 3 | -20 | -12 | -31 | -26
> CCc1ccc(NC(=O)CSc2nc3ncc(Br)cc3[nH]2)cc1
    0 | -10 | -1 | -2 | 4 | -1 | -1 | 0

Pulled one by one from the entries so far:
The line under a structure holds: Apaf1 inhib | SENP8 block-1 | HKDC1 inh | SENP7 inh | SENP6 block | SENP1 FRET inh | PfG6PD inh | SENP8 block-2
> COc1cc(C2C(C#N)=C(N)Oc3n[nH]c(C)c32)cc2c1OCO2 (stereo unspecified)
    6 | 6 | 3 | 3 | 5 | -6 | -3 | 23
> NC(=O)c1ccsc1NC(=O)COC(=O)/C=C/c1ccc([N+](=O)[O-])cc1
    -23 | -8 | 3 | 3 | -18 | 13 | 2 | 16
> COC(=O)C1=C(NC(=O)COc2ccc(Cl)cc2Cl)CCS1
    8 | -7 | -4 | 9 | 0 | 2 | -8 | -27

New compounds follow.
The line under a structure holds: Apaf1 inhib | SENP8 block-1 | HKDC1 inh | SENP7 inh | SENP6 block | SENP1 FRET inh | PfG6PD inh | SENP8 block-2
> O=C(c1ccco1)N1CCN(Cc2cc(=O)c(OCc3ccc([N+](=O)[O-])cc3)co2)CC1
    5 | 6 | -4 | 4 | -3 | 3 | 6 | 7
> Cc1nnc(NC(=O)CC23CC4CC(CC(C4)C2)C3)s1
    8 | -2 | -2 | -3 | 7 | 0 | -1 | 14
> O=C(CNC(=O)c1ccco1)N/N=C/c1ccc(O)c([N+](=O)[O-])c1
    3 | -12 | -5 | -2 | -6 | 3 | -3 | 20
> COC(=O)/C=C1\SC(=NC(=O)c2ccc(-c3ccccc3)cc2)NC1=O
    16 | -4 | 16 | -6 | 18 | -1 | -1 | -8
> O=C(NCc1ccc(Cl)cc1)C1CCN(S(=O)(=O)c2ccccc2)CC1
    0 | -6 | -2 | -9 | -7 | 4 | -14 | 14
> CN(C)c1ccc(C(=O)OCC(=O)N2CCCCCC2)cc1
    14 | -11 | -2 | -11 | -10 | 3 | -3 | -2
> Cn1c(=O)c(=O)n(C)c2cc(N3CCCCC3)c(NS(=O)(=O)c3ccc(Br)cc3)cc21
    16 | 8 | 1 | 0 | 12 | 4 | 3 | -28
> O=C(Nc1ccc(NC(=O)c2ccc3c(c2)OCO3)cc1)c1cccc(Cl)c1
    9 | -5 | 1 | 2 | -12 | 0 | -11 | -97
> Cc1nc(N2CCN(S(=O)(=O)c3ccccc3C#N)CC2)c2c(-c3ccccc3)csc2n1
    2 | 5 | 3 | 6 | 7 | -2 | -3 | 6
> Cn1c(=O)c2c(ncn2CC(=O)N2CCCc3ccccc32)n(C)c1=O
    -2 | -15 | -8 | 7 | -1 | 2 | -8 | 22
> CC(=O)Oc1ccc2c(c1)O/C(=C\c1ccncc1)C2=O
    -7 | -8 | 4 | -4 | -20 | -41 | -22 | -13
> CC(CNC(=O)c1ccc(-c2ccccc2)cc1)CN(C)C (stereo unspecified)
    -9 | -2 | 1 | 4 | -12 | 1 | 1 | 6
> COc1ccccc1NC(=S)N1CCC(c2nc3ccccc3o2)CC1
    -6 | 7 | -8 | -2 | 11 | 4 | -3 | 14
> COc1cccc(C(=O)NC2CC3CCC(C2)N3Cc2ccccc2)c1 (stereo unspecified)
    -2 | -6 | -5 | -6 | -6 | 1 | -7 | 21
> CC(C)(CO)NC(=O)c1ccc2nc(Cc3cccc(Cl)c3)oc2c1
    -12 | -5 | -1 | 4 | 10 | 0 | 9 | 12
> Cc1cc(C)cc(C(=O)NCCN2CCOCC2)c1
    -8 | -6 | -5 | 2 | 9 | 1 | 0 | 1
> O=C(CNc1ccc2ccccc2c1)N/N=C/c1ccncc1
    7 | -14 | 12 | -15 | -21 | -4 | 13 | -15
> COc1ccc(C2C=C(c3ccc(F)cc3)NC(=S)N2)cc1OC (stereo unspecified)
    -18 | -4 | -10 | -1 | 0 | -38 | 15 | -384
> Nc1ccc(SC(F)(F)F)cc1C(=O)c1ccccc1
    15 | 2 | 3 | 1 | -14 | -1 | 6 | 28
> COc1ccccc1-n1cc(C(=O)NCC(=O)N2CCN(c3ccccn3)CC2)c2ccccc2c1=O
    -2 | -7 | -4 | 3 | 0 | 0 | -9 | -7
> COC(=O)c1oc2c(c1C)C(=O)CC(C)(C)C2
    2 | 3 | -10 | 2 | 1 | 2 | 13 | 6
> CCOC(=O)c1cc(-c2ccccc2)sc1NC(=O)CN1C(=O)c2ccccc2C1=O
    3 | -1 | -3 | 0 | 1 | 0 | -1 | 19
> CN1C(=O)CSC1=NC12CC3CC(CC(C3)C1)C2
    2 | 2 | -10 | -5 | -16 | 1 | -6 | 14
> CSc1ncccc1C(=O)Nc1cccc(S(=O)(=O)N(C)c2ccccc2)c1
    2 | -7 | 1 | 0 | 15 | 1 | 10 | 3
> CCC(=O)NCCc1nc(-c2ccccc2)no1
    -10 | -2 | -2 | -3 | -3 | -3 | 2 | 24
> CCc1ccc(NC(=S)N2CCC(NC(=O)c3ccccc3OC)CC2)cc1
    0 | 3 | -6 | 5 | -14 | 10 | 22 | -7
> CC1=CC(C)(C)Nc2ccc(OC(=O)CCN3C(=O)c4ccccc4C3=O)cc21
    18 | -8 | 8 | -1 | -2 | -23 | 57 | -22
> CO/N=C(/c1nonc1N)N1CCN(c2ccc([N+](=O)[O-])cc2)CC1
    -10 | 2 | -6 | 5 | -3 | -4 | -13 | 41*
> CC(C)(C)c1ccc(OCCOCCn2cnc3ccccc3c2=O)cc1
    15 | 3 | 3 | 3 | 0 | 0 | 19 | -2
> O=C(CSc1nncs1)Nc1nnc(-c2ccccc2)o1
    1 | -1 | -7 | -6 | 13 | -2 | -11 | 13
> CCOC(=O)c1[nH]c2ccc(OCC)cc2c1NC(=O)CN1CCN(c2ccccn2)CC1
    7 | 5 | 4 | -2 | -2 | -1 | -3 | -431
> CN1CCN(CCNC(=O)Nc2ccccc2[N+](=O)[O-])CC1
    2 | -6 | 3 | -11 | 1 | 3 | 4 | 16
> COC(=O)C1[C@H]2C(=O)N(Cc3cccs3)C[C@]23C=C[C@H]1O3 (stereo partly specified)
    -6 | -1 | 13 | 0 | -6 | 1 | -23 | 9
> Cc1ccc(C)c(N/C(N)=N/c2nc(C)cc(C)n2)c1
    1 | -8 | 4 | -1 | -14 | 2 | -12 | 21
> CCn1ccnc1CNCc1cn(-c2cc(C)ccc2C)nc1-c1ccccc1
    3 | -5 | -12 | 4 | -12 | -2 | 17 | 7
> O=C(/C=C/c1cn(-c2ccccc2)nc1-c1cccc(Cl)c1)N1CCN(c2ccccn2)CC1
    10 | -5 | 3 | -4 | -3 | -7 | 11 | -7
> CN(CCOc1ccccc1)C(=O)c1cc(COc2c(F)cccc2F)on1
    20 | 5 | 0 | 2 | 0 | 1 | 9 | 0
> C=CC[C@@H](CC(=O)OC(C)(C)C)C(=O)OC[C@H]1CCCN1C(=O)[C@@H](CC=C)CC(=O)NCCO
    -7 | 9 | -7 | 2 | 2 | 2 | 5 | 14
> CC1CCN(C(=O)C(NS(=O)(=O)c2cccc3nsnc23)c2ccccc2)CC1 (stereo unspecified)
    14 | -3 | 0 | 2 | 11 | 0 | -15 | 2
> CCOC(=O)C1CCN(C(=O)c2cc(S(=O)(=O)N(C)C)ccc2N2CCCC2)CC1
    2 | 4 | 3 | 10 | 3 | -2 | -14 | -3
> COc1ccccc1C1CC(c2ccc(Br)cc2)=NN1C(=O)c1cccnc1 (stereo unspecified)
    36 | -6 | -7 | 8 | -2 | -17 | 6 | -6
> O=C(Cn1c(=O)oc2cc(S(=O)(=O)N3CCCC3)ccc21)Nc1cccc(C(F)(F)F)c1
    10 | -9 | -5 | -9 | -4 | 1 | 9 | 35
> O=C(Nc1ccccc1)Nc1ccc(F)cc1F
    -2 | 44 | -8 | 70* | 67* | 1 | 6 | 29
> O=C(NC1CCCCC1)NC1CC2CCC(C1)N2C(=S)NCc1ccco1 (stereo unspecified)
    -3 | 5 | 13 | 14 | -1 | -1 | -13 | 19
> O=C(c1ccc2c(c1)OCO2)C1CCCN(C(=O)Nc2ccc(F)cc2F)C1 (stereo unspecified)
    -12 | -9 | -2 | -4 | -10 | -1 | -19 | 26
> Cn1c(=O)[nH]c(=O)c2c1nc(NCCO)n2CCOc1ccccc1
    0 | 1 | 3 | 4 | 0 | 1 | -13 | 12
> CO/N=C/NC(=O)NOCc1ncc(C(F)(F)F)cc1Cl
    8 | 2 | -5 | 4 | -4 | -1 | -6 | 17
> Cc1ccc(OCCCC(=O)NNC(=O)c2ccncc2)cc1
    -3 | -12 | 3 | -2 | -15 | 0 | -24 | 3
> CCCc1ccc(OCc2nc(-c3ccc(NC(=O)c4cccs4)cc3)no2)cc1
    -4 | 4 | -14 | 11 | 32 | -1 | 10 | 2
> Cc1cc(C)cc(NC(=O)C2CCCN(S(=O)(=O)c3c(C)noc3C)C2)c1 (stereo unspecified)
    14 | 6 | 2 | 2 | 7 | 1 | 17 | 19
> O=C(CCC(=O)N1CCSc2ccccc21)Nc1cccc(F)c1
    3 | -12 | -2 | 12 | -16 | 3 | 3 | 15
